# Vif-APOBEC3G blk: blocks the Vif interaction with human APOBEC3G; Q9HC16; HeLa A3G-eYFP + Vif (tagged APOBEC3G with the HIV-1 protein that degrades it), YFP fluorescence, overnight; Potency, µM (series often up to 46.1 µM), for the others: at the highest dose activity, negative = active, hits mostly inhibitors; 410,000 compounds, 0.076% hits; AID 602310;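 note: potency is the fitted concentration of half-maximal effect; % is set by controls: 0 for no effect and ±100 for the full control effect; nearly all actives have a fitted effect of over 60% in size; hits raise eYFP signal because A3G escapes Vif-driven loss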
# Target sequence (Q9HC16 whole entry, looked up): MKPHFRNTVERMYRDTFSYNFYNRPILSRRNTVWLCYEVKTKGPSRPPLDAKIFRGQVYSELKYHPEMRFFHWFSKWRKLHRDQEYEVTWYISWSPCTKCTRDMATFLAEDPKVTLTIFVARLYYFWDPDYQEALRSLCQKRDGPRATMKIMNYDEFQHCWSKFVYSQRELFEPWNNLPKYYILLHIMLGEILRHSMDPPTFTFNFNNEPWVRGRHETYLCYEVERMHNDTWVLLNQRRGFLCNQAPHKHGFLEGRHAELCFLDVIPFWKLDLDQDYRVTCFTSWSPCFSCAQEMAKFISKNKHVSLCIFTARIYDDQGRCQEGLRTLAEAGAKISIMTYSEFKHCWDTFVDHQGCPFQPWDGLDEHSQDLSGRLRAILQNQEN
#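 HeLa cells stably expressing Vif and C-terminally eYFP-tagged A3G, seeded overnight at 37 deg C, then exposed to compound by pintool overnight at 37 deg C. Rise in yellow fluorescence (Ex 488/Em 500-530, Acumen) marks blocked Vif-driven A3G degradation.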
# D2 PAM: positive allosteric modulators of human D2 dopamine receptor | P14416 | HEK293 T-REx D2, calcium flux, EC20 dopamine potentiation | potentiation, % at 10 µM | 340,000 compounds, 0.34% hits | AID 485347;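 active = potentiation over 3 SD above the plate norm, cut at about 30% in these data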; note: 0% is about no effect
# Target sequence (P14416 whole entry, looked up): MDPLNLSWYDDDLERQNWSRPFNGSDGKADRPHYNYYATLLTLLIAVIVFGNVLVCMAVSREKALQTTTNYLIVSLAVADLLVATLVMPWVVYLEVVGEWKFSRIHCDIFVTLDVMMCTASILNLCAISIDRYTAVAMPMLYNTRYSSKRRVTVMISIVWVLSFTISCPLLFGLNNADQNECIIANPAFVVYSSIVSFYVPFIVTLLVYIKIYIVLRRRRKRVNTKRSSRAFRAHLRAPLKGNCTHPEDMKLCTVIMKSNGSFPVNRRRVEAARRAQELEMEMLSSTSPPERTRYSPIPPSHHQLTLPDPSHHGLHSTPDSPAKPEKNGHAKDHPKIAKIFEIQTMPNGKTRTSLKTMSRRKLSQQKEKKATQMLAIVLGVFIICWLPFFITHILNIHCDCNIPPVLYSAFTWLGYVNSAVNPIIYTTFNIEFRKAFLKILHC
#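 Potentiation of an EC20 dopamine calcium response is measured in a force-coupled, tetracycline-inducible Hek293 Trex D2 line. Compound-only kinetic reads over 180 s flag agonists before dopamine addition.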
# RXFP1 ag: agonists of human relaxin receptor RXFP1; HEK293T-RXFP1 cAMP TR-FRET, 30 min; response scale: percent of porcine relaxin response, buffer zero; Potency, µM (top dose mostly 57.5 µM), inactives show at the top dose activation, usual class: activators; 370,000 compounds, 0.3% hits; AID 2676; note: potency is the fitted concentration of half-maximal effect; % is set by controls: 0 for no effect and ±100 for the full control effect; nearly all actives have a fitted effect of over 60% in size; many of its hits are not listed in these tables
#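 cAMP rise read by TR-FRET after 30 min, 37C compound exposure (up to 58 uM) in RXFP1-transfected HEK293 cells with Ro 20174 present. EC50 from Hill-equation fits, with 29 nM porcine relaxin as 100% and buffer as basal.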
# D1 PAM: potentiators of human D1 dopamine receptor. HEK293 TREx D1 cells, calcium flux, dopamine EC20 potentiation. 360,000 compounds, 0.036% hits. potentiation, % at 10 µM. AID 504651; in the data active = potentiation above about 30%; note: 0% is about no effect
# D1 antagonist: antagonists of human D1 dopamine receptor; 360,000 compounds, 3.2% hits; activity change, negative = inhibition, % at 10 µM; HEK293 TREx D1 cells, calcium flux, dopamine EC80; active compounds read low; in the data active = activity change below about -30%; note: % is set by controls: 0 for no effect and ±100 for the full control effect
#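 HEK293 T-REx cells expressing inducible, force-coupled D1 receptor; no-wash Ca dye, 30–90 min RT. Cmpd → 180 s read at 1 Hz → EC80 DA → 180 s read.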
# GRP78 ERSR act: induces the endoplasmic reticulum stress response in human glioma cells; U87-MG GRP78 promoter luciferase reporter, 16 h; Potency, µM, without a hit: at the highest dose activation, usual class: activators; 420,000 compounds, 0.02% hits; note: potency is the fitted concentration of half-maximal effect; series mostly up to about 76 µM; % of control where 0% means no effect; nearly all actives have a fitted effect of over 35% in size
#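 Stably transfected U87-MG human glioma cells carrying a GRP78-based luminescent sensor were seeded at 1000 cells/well, pin-dosed with compounds and incubated 16 h. Luciferase reagent was then added, and end-point luminescence was read after 10 min at room temperature.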
# RXFP1 antag: RXFP1 (human) relaxin receptor antagonism; Q9HBX9; HEK293-RXFP1, relaxin-stimulated cAMP HTRF, 30 min; active compounds read low; activity change, negative = inhibition, % at 57.5 µM; 350,000 compounds, 0.59% hits;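 active = activity change of -60% or lower, but not beyond a set lower limit; inconclusive = change between -60% and -40%, or beyond the set limit; inactive = change above -40%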; note: % is set by controls: 0 for no effect and ±100 for the full control effect
# D1 ag: activates the human D1 dopamine receptor; 360,000 compounds, 1% hits; activation, % at 2 µM; HEK293 T-REx D1 cells, calcium flux, agonist mode; P21728; AID 504660; in the data active = activation above about 30%; note: 0% is about no effect
#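 Agonism was scored from calcium flux recorded over 180 s (1 read/s) after pintool compound addition, following a 10-cycle baseline. Cells were inducible force-coupled HEK293 TREx D1, plated overnight at 30 C and loaded with no-wash calcium dye.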
# Vif-A3F inh: inhibitors of Vif-A3F interaction; HeLa A3F-eYFP + Vif (tagged APOBEC3F with the HIV-1 protein that degrades it), YFP fluorescence increase; Potency, µM (highest dose often 46.1 µM), for the others: at the top dose activity, negative = active; 390,000 compounds, 0.2% hits; note: potency is the fitted concentration of half-maximal effect; % of control where 0% means no effect; nearly all actives have a fitted effect of over 65% in size
#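 HeLa cells stably expressing A3F-eYFP plus Vif, plated and incubated overnight at 37 deg C, then exposed to compounds overnight at 37 deg C. Blocked degradation read as raised yellow fluorescence (Ex 488/Em 500-530).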
# * hit, by the source's call; ? = inconclusive; . = no result given; & = joins results of further samples; ! = a repeat was not active. Unless noted, calls come from the whole dose curve; as a rule, active = well fitted curve in the direction sought with a large enough effect; inconclusive = small, poorly fitted or top-dose-only effect, or another doubt; inactive = no such curve, though single readings can be large; an effect the other way counts as inactive or inconclusive. These rows are one share of the data, so the mix of outcomes need not match the whole.
SMILES,Vif-APOBEC3G blk,D2 PAM,RXFP1 ag,D1 PAM,D1 antagonist,GRP78 ERSR act,RXFP1 antag,D1 ag,Vif-A3F inh
COc1ccc(S(=O)(=O)N(C)Cc2cccs2)cc1Br,-5%,-3,0.9%,-6,-15,-1%,-3,3,-2%
CC(C)[C@H](NC(=O)[C@@H]1CSC2c3ccccc3C(=O)N21)C(=O)NCC1CCCO1 (some centres not stated),6%,1,0.9%,-1,-15,-2%,6,1,-1%
CN(CC(=O)Nc1c(Cl)cccc1Cl)C(=O)Cc1cccs1,4%,12,-0.9%,4,8,0%,4,5,6%
O=C(COC(=O)CNC(=O)c1ccc(Cl)c([N+](=O)[O-])c1)NC(=O)c1ccccc1,-7%,-7,-0.2%,-1,-1,-5%,-3,3,2%
O=[N+]([O-])c1ccc(Sc2n[nH]c(-c3ccc(Cl)cc3Cl)n2)nc1,0%,-1,5.3%,-2,-22,0%,-9,9,-4%
O=C(C1CCN(C2CCN(C/C=C/c3ccccc3)CC2)CC1)N1CCOCC1,3%,2,2.2%,-5,6,-6%,-1,4,12%
O=C(N/N=C/c1cc2c(cc1[N+](=O)[O-])OCO2)c1ccccn1,-6%,.,.,.,.,0%,-4,.,-6%
Cc1cc(C)c(C(N)=O)c(Nc2cccc(Cl)c2C)n1,-1%,-7,0.3%,-1,0,-3%,14,2,5%
Cc1cn2c(=O)cc(COc3ccccc3NC(=O)c3ccco3)nc2s1,-1%,2,0.4%,4,-14,-1%,.,2,1%
O=C(CSc1nnc(-c2ccc(O)cc2)o1)N1CCOCC1,-1%,13,0.2%,6,-1,2%,-6,-1,.
COc1cccc(N2CCN(C(=O)CN(C)S(=O)(=O)c3ccc4c(c3)CCC(=O)N4)CC2)c1,3%,11,-0.1%,.,-10,-5%,.,3,3%
O=C(O)C1CCCCC1C(=O)NCc1ccc2c(c1)OCO2 (configuration not stated),1%,16,-2.0%,-5,2,0%,-2,0,10%
CC(C)(C)c1ccc(O)c(/C=N\O)c1,-1%,-1,2.6%,1,.,?,12,1,-6%
O=C(NNC(=S)NC(=O)c1ccccc1[N+](=O)[O-])c1ccccc1,-4%,-2,-0.5%,17,3,-7%,-3,0,-2%
O=C(O)CC(NS(=O)(=O)c1cccc2nsnc12)c1ccc(F)cc1 (configuration not stated),1%,-3,3.6%,0,-5,-1%,-3,1,-2%
CS(=O)(=O)N1CCc2cc(C(=O)N3CCCCC3)ccc21,-6%,-5,-0.3%,3,-6,-1%,-9,5,3%
CC1=NCCN1CCNC(=O)Nc1ccc(F)cc1,-1%,3,-1.4%,-1,-1,-3%,8,-1,18%
Cc1ccc(N2CC(=O)N(c3ccc(C)cc3)CC2=O)cc1,-2%,-4,0.1%,-5,4,-3%,4,2,4%
Cc1ccc(-n2c(C)cc(C(=O)CSc3nnnn3C)c2C)cc1,1%,.,-0.4%,-7,-15,4%,-10,7,5%
CCOc1cc(CNCCc2ccc(S(N)(=O)=O)cc2)ccc1OCc1ccc(Cl)cc1,-9%,-2,-1.2%,-16,-56*,-14%,?,79*,-2%
O=C1CC(NCCc2ccccc2)C(=O)N1CCc1ccccc1 (configuration not stated),0%,1,0.0%,0,2,-5%,0,1,-30%
Clc1ncc(CSc2ccccc2)s1,-4%,-14,-0.4%,-4,.,-2%,-3,1,-10%
COc1ccc(S(=O)(=O)NCCSc2nnnn2-c2ccccc2)cc1OC,2%,10,-2.7%,-2,1,-2%,.,6,2%
CCN(CC)c1ccc(C(=O)N/N=C(\C)c2cccnc2)cc1,0%,5,-2.1%,1,1,-2%,-5,0,1%
CCc1ccc(NC(=O)c2sccc2-n2cccc2)cc1,-7%,1,-1.2%,9,3,0%,-18,3,.
CCCCn1c2ccc(F)cc2c2nnc(SCCN3CCOCC3)nc21,0%,-4,1.7%,-6,5,-3%,-7,1,0%
COC(=O)c1scc(C)c1N1C(=O)c2ccccc2C1=O,-5%,-6,2.7%,-1,5,5%,13,8,15%
CCOc1ccc(N(CC(=O)NCCSCc2ccccc2)S(C)(=O)=O)cc1,3%,-3,1.5%,-1,7,-1%,9,4,0%
Cc1cccc(C(=O)Nc2oc(-c3ccccc3)cc2C#N)c1,-4%,-24,-0.3%,-4,-49*,-4%,-10,6,0%
Cn1nc(C(F)(F)F)c(-c2ccccc2)c1NC(=O)c1nccnc1C(=O)O,0%,-1,3.8%,0,-8,-3%,-1,3,8%
CNC(=O)CSc1nccn1Cc1ccc(Cl)cc1,0%,3,1.4%,2,0,-4%,-6,1,-1%
NC(=O)COC(=O)c1cccc(S(=O)(=O)N2CCCCC2)c1,-1%,.,0.4%,-7,8,-6%,0,1,12%
CC(C)(C)C(=O)CNCC(=O)C(C)(C)C,1%,-6,-4.7%,-2,20,-3%,-24,4,5%
Cc1occc1C(=O)NC1CCCc2ccccc21 (configuration not stated),1%,15,-0.4%,0,-17,-1%,1,5,-8%
CCc1ccc(NC(=O)C2CCC(CNS(=O)(=O)c3ccc4c(c3)C(C)(C)C(=O)N4C)CC2)cc1 (configuration not stated),-4%,-14,-0.7%,-1,-4,-4%,-8,5,-3%
COCCNC(=O)c1cc2c(=O)n(C)c3ccccc3c2n1C,-5%,0,5.7%,.,-5,-1%,-24,4,8%
CC(C(=O)c1ccc(-c2ccccc2)cc1)[n+]1ccccc1 (configuration not stated),1%,6,2.6%,1,6,-8%,-15,1,-3%
O=C(Nc1nccs1)c1ccc(F)c(S(=O)(=O)N2CCOCC2)c1,3%,12,-1.6%,-3,9,-5%,-21,2,4%
N#Cc1nc(-c2ccc(F)cc2)oc1NCCN1CCOCC1,-1%,-5,0.9%,-10,-16,0%,.,-2,-3%
c1ccc(Cc2nnc3sc(-c4ccco4)nn23)cc1,-7%,-7,2.0%,-6,-2,-7%,.,1,-5%
COc1ccc(CCNC(=O)CN2C(=O)NC3(CCCCC3C)C2=O)cc1 (configuration not stated),0%,.,.,.,.,-1%,-4,.,1%
Cc1ccccc1N(C(=O)Cc1cccs1)C(C(=O)NC1CCCCC1)c1cn(C)nc1C (configuration not stated),-6%,4,0.8%,1,-3,-6%,-13,6,1%
COc1ccc(C2=C(C(C)=O)Sc3nnc(-c4ccccc4)n3N2C(C)=O)cc1,3%,-7,-1.1%,-2,.,-1%,-15,-1,2%
CC1(C)Cc2c(sc3nc(SCC(=O)O)[nH]c(=O)c23)CO1,0%,-8,2.4%,4,-2,-1%,21,5,-14%
CC(=O)c1cccc(NC(=O)CN2C(=S)NC(C)(C)CC2C)c1 (configuration not stated),0%,3,6.8%,-10,11,-2%,-9,3,0%

# The final two entries of the section above are carried over, then new ones follow:
SMILES,Vif-APOBEC3G blk,D2 PAM,RXFP1 ag,D1 PAM,D1 antagonist,GRP78 ERSR act,RXFP1 antag,D1 ag,Vif-A3F inh
CC1(C)Cc2c(sc3nc(SCC(=O)O)[nH]c(=O)c23)CO1,0%,-8,2.4%,4,-2,-1%,21,5,-14%
CC(=O)c1cccc(NC(=O)CN2C(=S)NC(C)(C)CC2C)c1 (configuration not stated),0%,3,6.8%,-10,11,-2%,-9,3,0%
CC(Nc1ccc(F)cc1F)C(=O)NC(=O)NC1CCCCC1 (configuration not stated),-4%,1,0.3%,-2,1,-4%,5,0,-7%
Cc1ccc(C(=O)Nc2ccc(-c3nc4ccccc4o3)cc2)cc1Cl,.,-6,7.3%,-1,-13,.,-11,-1,.
COc1ccc(NC(=O)c2ccc[n+]([O-])c2)cc1,-1%,.,-0.9%,-3,-7,0%,-6,-2,2%
CC(C)(C)C1CCC(OCC(O)CN2CCCC2)CC1 (configuration not stated),-3%,12,0.4%,5,9,-1%,-7,33*,2%
c1ccc2c(NC3C4CC5CC(C4)CC3C5)nc(N3CCOCC3)nc2c1 (configuration not stated),2%,8,4.9%,13,62,-5%,-79*,38*,?
CCN1CCN(c2ccc(NS(=O)(=O)c3c(C)nc4sccn4c3=O)cc2Cl)CC1,11%,-20,3.9%,3,-16,0%,2,15,-1%
CC(C)(C)c1ccc(NC(=O)COC(=O)CCc2nc3ccccc3c(=O)[nH]2)cc1,0%,-7,2.2%,-4,9,-2%,-3,7,-17%
Cc1oc(-c2ccc(Cl)cc2)nc1CS(=O)CC(=O)NCCCN1CCOCC1 (configuration not stated),-2%,2,2.9%,1,12,-5%,0,0,-2%
CCCS(=O)(=O)N1CCN=C1SCc1cccc2ccccc12,0%,-2,-0.6%,-6,-5,0%,11,7,1%
CC1CCCC(C)N1CCOc1cc(N)ccc1C#N (configuration not stated),2%,.,.,.,.,-4%,1,.,?
COc1ccc(-c2nn(-c3ccccc3C)cc2CNCCc2cnc[nH]2)cc1F,-1%,-6,3.5%,-3,-10,2%,-12,10,13%
O=C(Nc1ccc(S(=O)(=O)NC2=NCCCCC2)cc1)c1ccc(=O)[nH]c1,0%,-3,0.3%,1,-4,2%,-2,0,1%
COc1ccc(Nc2n[nH]c(C)c2[N+](=O)[O-])cc1,-2%,7,-0.4%,-2,-21,10%,-7,1,4%
COc1ccc2[nH]c(C(=O)Nc3ccc(F)cc3Br)cc2c1,-11%,10,?,1,-1,2%,-9,0,-14%
CCOc1ccc(NC(=O)CSc2nncc(=O)n2N)cc1,-4%,-5,0.6%,-3,0,-3%,-10,3,-8%
Cc1ccc(S(=O)(=O)NCC(=O)OCC(=O)NCc2ccc3c(c2)OCO3)cc1,0%,9,0.1%,-4,14,-2%,-11,2,1%
CC(=O)Nc1ccc(C)cc1-c1nc2ccccc2n(Cc2cccc(Br)c2)c1=O,-4%,18,-0.8%,-3,-23,-2%,-13,5,?
N#CC1=C(S)N(c2ccccc2)C2(CCCCC2)NC1=O,0%,-1,-1.7%,-4,-9,-1%,-1,2,2%
CC(=O)c1ccc(N2CCN(C(=O)Nc3cccc(F)c3)CC2)cc1,0%,4&-15,0.3%&-1.0%,-4&0,-35*!,0%,-3&-12,5&11,-3%
N#Cc1c(-c2ccccc2)cc(-c2ccccc2)nc1SCC(=O)Nc1ccc(Cl)cc1,-4%,11,?,-1,-17,-4%,2,5,-6%
OC(COC(c1ccc(F)cc1)c1ccc(F)cc1)CN1CCCC1 (configuration not stated),-4%,-4,-7.4%,-2,4,-5%,9,5,0%
